Sm TGR block: qHTS Assay for the Inhibitors of Schistosoma Mansoni Peroxiredoxins. Schistosoma mansoni thioredoxin glutathione reductase (TGR), Q962Y6. purified TGR, DTNB reduction, TNB absorbance 405 nm. Potency, µM (series often up to 114 µM), without a hit: top-dose activity change, negative = inhibition, actives largely listed as inhibitors. hit rate 3% among 360,000. AID 485364, 2010; also: potency is read from the fitted curve at half-maximal effect; nearly all actives have a fitted effect of over 60% in size
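Kinetic colorimetric format: TGR-catalysed, NADPH-driven DTNB reduction monitored via TNB absorbance. Enzyme dispensed at 20 nM; compound exposure 15 min at room temperature before reaction start.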
FBPA Giardia inh: qHTS Assay for Inhibitors of Fructose-1,6-bisphosphate Aldolase from Giardia Lamblia. Potency, µM (doses to about 59.6 µM), for the others: top-dose activity, negative = inhibition, hits mostly inhibitors. AID 2451, 2010. hit rate 0.71% among 290,000. purified Giardia FBPA; also: potency is read from the fitted curve at half-maximal effect; nearly all actives have a fitted effect of over 55% in size
Target sequence (A8B2U2 whole entry, looked up): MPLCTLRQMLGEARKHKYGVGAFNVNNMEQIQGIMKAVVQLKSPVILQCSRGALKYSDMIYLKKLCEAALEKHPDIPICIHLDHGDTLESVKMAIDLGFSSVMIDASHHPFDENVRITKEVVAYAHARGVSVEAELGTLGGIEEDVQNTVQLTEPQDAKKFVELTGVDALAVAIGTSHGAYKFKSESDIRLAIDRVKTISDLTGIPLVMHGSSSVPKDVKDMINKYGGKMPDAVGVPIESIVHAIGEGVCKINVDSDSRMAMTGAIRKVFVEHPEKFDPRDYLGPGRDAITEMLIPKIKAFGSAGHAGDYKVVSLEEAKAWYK
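40 nM FBPA preincubated 10 min at RT with compound (up to 57.5 uM final), then substrate plus GAPDH/TPI/NAD/arsenate coupling and diaphorase/resazurin added. Fluorescence read after 20 min at RT, 525/598 nm.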
HCMV antiviral: qHTS Assay for inhibitors of the human cytomegalovirus (HCMV) | HFF cells, HCMV-luciferase reporter, 72 h; hits give low values | activity change, negative = inhibition, % at 57.5 µM | hit rate 4.5% among 410,000; in the data active = activity change below about -60%; inconclusive = no clear call, values can overlap the other calls; inactive = above about -39%
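HFF cells seeded 16 h at 37C, treated with compounds, infected with luciferase-reporter HCMV at MOI 1 PFU/cell; luciferase read at 72 h post infection, normalized to buffer-only and Salinomycin controls.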
AmpC inh detg: qHTS Inhibitors of AmpC Beta-Lactamase (assay with detergent). P00811. AmpC hydrolysis of nitrocefin, absorbance 480 nm, 0.01% Triton. Potency, µM (top dose mostly 114 µM), inactives show at the top dose activity change, negative = inhibition, hits mostly inhibitors. hit rate 0.041% among 370,000. AID 485294, 2010;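 also: potency is read from the fitted curve at half-maximal effect; 0% = no-compound wells and -100% = no-enzyme wells; nearly all actives have a fitted effect of over 25% in size; some results filed as inactive show a strong effect at the top dose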
Target sequence (P00811 whole entry, looked up): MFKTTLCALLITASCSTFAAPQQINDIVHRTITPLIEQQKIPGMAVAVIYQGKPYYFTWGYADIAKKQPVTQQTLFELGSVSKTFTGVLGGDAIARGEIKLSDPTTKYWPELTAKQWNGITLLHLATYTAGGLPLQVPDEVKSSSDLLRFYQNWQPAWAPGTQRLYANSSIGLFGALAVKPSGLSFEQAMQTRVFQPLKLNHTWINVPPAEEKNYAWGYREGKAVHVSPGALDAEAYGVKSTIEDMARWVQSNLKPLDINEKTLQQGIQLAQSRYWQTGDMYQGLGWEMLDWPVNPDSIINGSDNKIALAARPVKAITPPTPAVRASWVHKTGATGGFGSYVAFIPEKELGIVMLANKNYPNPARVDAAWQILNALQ
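AmpC (5.3 nM in the dispensed reagent) in 20 mM phosphate pH 7.0 with 0.01% (detergent screen) or 0.0001% Triton X-100 was preincubated with compounds for 15 min at room temperature. Nitrocefin was then added from an 800 uM solution, and hydrolysis was followed at 480 nm.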
AMA1-RON2 inh: qHTS for Inhibitors of AMA1-RON; Towards Development of Antimalarial Drug Lead: Primary Screen; Potency, µM (highest dose often 58.2 µM), without a hit: at the top dose activity change, negative = inhibition, most hits filed as inhibitors; Plasmodium falciparum AMA1 (3D7) - RON2 peptide interaction; AID 720542, 2013; AlphaScreen AMA1-biotinylated RON2 peptide binding; hit rate 0.2% among 360,000;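 also: potency is read from the fitted curve at half-maximal effect; 0% = vehicle wells and -100% = peptide control; nearly all actives have a fitted effect of over 45% in size; some results filed as inactive show a strong effect at the top dose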
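AMA1 (3D7) with his tag at 25 nM final met compounds first, then biotinylated RON2 peptide at 25 nM; detection used donor plus acceptor beads, 10 µg/mL apiece, read by AlphaScreen after 30 min at room temperature.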
AmpC inh no detg: qHTS Inhibitors of AmpC Beta-Lactamase (assay without detergent); AmpC nitrocefin hydrolysis, absorbance 480 nm, 0.0001% Triton; AID 485341, 2010; Potency, µM (top dose mostly 57.1 µM), without a hit: at the top dose activity change, negative = inhibition, hits mostly inhibitors; P00811; hit rate 0.52% among 330,000;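 also: potency is read from the fitted curve at half-maximal effect; plate controls were no compound for no effect and no enzyme for full effect; nearly all actives have a fitted effect of over 20% in size; some results filed as inactive show a strong effect at the top dose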
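AmpC (5.3 nM in the dispensed reagent) in 20 mM phosphate pH 7.0 with 0.01% (detergent screen) or 0.0001% Triton X-100 was preincubated with compounds for 15 min at room temperature. Nitrocefin was then added from an 800 uM solution, and hydrolysis was followed at 480 nm.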
* marks the source's active call; other numbers are inactive results; ? = inconclusive; · = no result given; & = joins results of further samples; [ ] = remark or other dose. Unless noted, calls follow the shape of the dose curve; as a rule, active = well fitted curve in the direction sought with a large enough effect; inconclusive = small, poorly fitted or top-dose-only effect, or another doubt; inactive = no such curve, though single readings can be large; an effect the other way counts as inactive or inconclusive. Unless noted, % is scaled to controls: 0 for no effect and ±100 for the full control effect.

SMILES	Sm TGR block	FBPA Giardia inh	HCMV antiviral	AmpC inh detg	AMA1-RON2 inh	AmpC inh no detg
Cc1nc(NC(=O)c2ccccc2)sc1C1(C)CC(c2c(Cl)cccc2Cl)=NO1 (stereo unspecified)	32µM*	-11%	-31	9%	27%	-30%
O=C(CCn1c(=O)c2cccn2c2cccnc21)NCc1ccccc1F	-1%	·	-28	14%	·	·
Cc1cc(C(=O)N/N=C/c2ccncc2)c2ccccc2n1	-1%	-6%	-13	-5%	137%[activator]	-5%
CCN1C(=O)CSC1=Nc1ccc(Cl)c(Cl)c1	1%	2%	18	-5%	-7%	-6%
Oc1ccc(-c2csc(-c3ccccc3)n2)cc1O	-29%	?	43	2%	70%[activator]	?
CC(=O)c1ccc(NC(=O)COC(=O)c2ccc(F)cc2F)cc1	5%	0%	?	?	-1%	-37%
O=C(CN1CCOCC1)NCc1cc([N+](=O)[O-])ccc1O	-20%	-26%	6	-14%	4%	-10%
Cc1sc2ncnc(N3CCC(C(=O)N(C)CC(=O)Nc4ccc(Cl)c(C(F)(F)F)c4)CC3)c2c1C	2%	·	?	1%	4%	172%[activator]
Fc1cccc(CNC2CCN(CCc3ccccc3)CC2)c1	9%	?	-30	7%	0%	-9%
O=C1C2C3C=CC([C@@H]2C(=O)N1C1CCCCC1)[C@H]1C(=O)N(C2CCCCC2)C(=O)C31 (stereo partly specified)	5%	6%	-5	0%	0%	1%
Cc1cc(S(=O)(=O)NCC(C)C)ccc1OCC(=O)NC1CC1	-6%	·	-9	8%	15%	-4%
CCOc1ccc(-c2csc(NNC3=NCCCCC3)n2)cc1	2%	?	-28	-11%	1%	-5%[11.4 µM]
O=[N+]([O-])c1ccc2oc(-c3cccc(O)c3)nc2c1	0%	-7%	256	1%	-10%	-36%
O=C(Nc1ccccc1)Nc1ccc2ocnc2c1	-2%	-21%	-16	-18%	-13%	-26%
CNC(=S)Nc1ccc(N2CCCC2)c(S(=O)(=O)Nc2ccc(OC)cc2)c1	·	·	-29	·	7%	-41%
O=C(CCS(=O)(=O)c1ccc(Cl)cc1)Nc1nc(-c2cccnc2)cs1	-34%	6%	-33	-13%	-9%	-21%
O=C(NC1CCCCC1)C(=S)NCCc1ccccc1	9%	?	11	?	17%	-22%
CC(C)OC(=O)c1cc(NC(=S)Nc2ccc([N+](=O)[O-])cc2)cc(C(=O)OC(C)C)c1	2%	-7%	-86*	-6%	10%	-13%
CC1=CC(c2ccccc2)n2nc(NC(=O)CCC(=O)O)nc2N1 (stereo unspecified)	13µM*	-11%	-32	7%	46%[activator]	-11%
Cc1cc(C)c(C)c(S(=O)(=O)N2CCN(CC(=O)Nc3sccc3C#N)CC2)c1C	1%	-1%	-39	-6%	-3%	-9%
Cc1ccc(Cn2c(CN3CCC(C(=O)NCCc4ccccc4)CC3)cc3ccccc32)cc1	0%	·	-29	6%	·	·
COC(=O)c1cc(-c2cccc(OC)c2)c2c(=O)[nH]c(=O)n(C)c2n1	-9%	16%	7	-3%	-2%	13%
O=C(O)c1ccccc1C(=O)NCc1cccnc1	2%	-3%	20	-11%	-6%	-16%
CC(C)OC(=O)c1ccc(N2CCN(c3ccccc3F)CC2)nc1	0%	-7%	13	-3%	28%	-26%
CC1CN(C(=O)N2CCC(C(=O)NCc3ccco3)CC2)c2ccccc2O1 (stereo unspecified)	-5%	·	1	-2%	·	·
The listing continues.
SMILES	Sm TGR block	FBPA Giardia inh	HCMV antiviral	AmpC inh detg	AMA1-RON2 inh	AmpC inh no detg
Cc1cccc(-n2nc3c(c2NC(=O)c2c(F)cccc2F)CS(=O)(=O)C3)c1C	2%	16%	11	5%	12%	0%
CCOc1ccc(C(=O)Nc2cccc(-c3nc4cccnc4o3)c2)cc1Cl	1%	·	·	-2%	-6%	-25%
COc1ccccc1CNC(=O)COC(=O)C1CC1	0%	·	0	-5%	-7%	-9%
COC(=O)c1ccc(-n2c(C)cc(C(=O)COC(=O)C3=COCCO3)c2C)cc1	·	·	-66*	·	6%	-7%
O=C(NC(=S)Nc1nc(-c2ccc(Br)cc2)cs1)c1ccco1	?	-9%	?	4%	4%	-19%
O=[N+]([O-])/C=C1/NCCN1Cc1ccc(Cl)nc1	-8%	1%	?	-6%	-1%	-15%
Cc1ccc(N2CC(NC(=O)c3ccco3)CC2=O)cc1C (stereo unspecified)	2%	·	-18	3%	·	·
Cc1ccc(Cn2ccn(CC(=O)Nc3c(C)cc(C)cc3C)c(=O)c2=O)cc1	-5%	·	-32	21%	·	·
CC(=O)N1CCc2c(sc3c2c(=O)n(-c2ccccc2Cl)c(=O)n3Cc2cccc(C)c2)C1	1%	·	?	12%	·	·
CCc1ccccc1NC(=O)c1cc(-c2ccc3c(c2)OCO3)on1	-7%&16%	0%	-23&33	-10%&14%	0%	-16%
CC(NC(=O)c1cccc(F)c1)C(c1cccs1)N1CCN(C)CC1 (stereo unspecified)	11%	2%	10	1%	-3%	-19%
CN(C)c1ccc(C2CC(c3c(O)n(C4CCCCC4)c(=O)[nH]c3=O)=Nc3ccccc3S2)cc1 (stereo unspecified)	6%	·	-28	-12%	·	·
O=C(CCCn1c(SCC(=O)NCC2CCCO2)nc2ccccc2c1=O)NCC1CCCO1 (stereo unspecified)	-20%	-4%	15	-11%	2%	4%
CCOC(=O)c1[nH]ncc1CN1CCN(Cc2ccccc2)C(CCO)C1 (stereo unspecified)	-1%	3%	-15	7%	-4%	-13%
CCOC(=O)N1CCN(C(=O)C(C)N(c2ccc(Oc3ccccc3)cc2)S(C)(=O)=O)CC1 (stereo unspecified)	0%	4%	-65*	5%	-5%	0%
FC(F)(F)c1cccc(N2CCN(c3ncnc4c3nc3n4CCCC3)CC2)c1	4%	·	-73*	15%	·	·
O=C(c1ccc(=O)[nH]c1)N1CCN(S(=O)(=O)c2cc(C(F)(F)F)ccc2Cl)CC1	-1%	9%	-9	0%	-7%	2%
O=C(CSc1ccccn1)Nc1ccc2c(c1)oc1ccccc12	-16%	5%	37	-9%	4%	-40%
Cc1ccc(C2C3=C(CCCC3=O)Nc3c2c(C)nn3-c2ccccn2)o1 (stereo unspecified)	-12%	0%	·	1%	·	-12%
O=C(Cn1cnc2cc([N+](=O)[O-])ccc2c1=O)Nc1ccc(N2CCOCC2)cc1	5%	-9%	-37	1%	3%	13%
CCOC(=O)c1cc(S(=O)(=O)Nc2c(C)cc(C)cc2C)[nH]n1	1%	·	-2	11%	·	·
CC1(C)CC(CC(=O)Nc2ccc([N+](=O)[O-])cc2)C(=O)O1 (stereo unspecified)	1%	1%	-6	-7%	0%	1%
Cn1cccc1-c1cc(C(=O)N/N=C/c2cccc(O)c2)[nH]n1	?	-16%	-25	4%	13%	-45%
CCn1c(CNC(=O)c2ccc(OC)cc2)nnc1SCC(=O)Nc1ccc(F)cc1	-7%	·	11	-10%	·	·
COc1ccc(NC(=O)CSc2n[nH]c(-c3ccccn3)n2)cc1	9%	?	-17	-10%	?	-28%

Given with two lines to a compound: 6 of the compounds above.
Order of values – Sm TGR block | FBPA Giardia inh | HCMV antiviral | AmpC inh detg | AMA1-RON2 inh | AmpC inh no detg
> Cc1ccc(Cn2ccn(CC(=O)Nc3c(C)cc(C)cc3C)c(=O)c2=O)cc1
→ -5% | · | -32 | 21% | · | ·
> CC(=O)N1CCc2c(sc3c2c(=O)n(-c2ccccc2Cl)c(=O)n3Cc2cccc(C)c2)C1
→ 1% | · | ? | 12% | · | ·
> CCc1ccccc1NC(=O)c1cc(-c2ccc3c(c2)OCO3)on1
→ -7%&16% | 0% | -23&33 | -10%&14% | 0% | -16%
> CC(NC(=O)c1cccc(F)c1)C(c1cccs1)N1CCN(C)CC1 (stereo unspecified)
→ 11% | 2% | 10 | 1% | -3% | -19%
> CN(C)c1ccc(C2CC(c3c(O)n(C4CCCCC4)c(=O)[nH]c3=O)=Nc3ccccc3S2)cc1 (stereo unspecified)
→ 6% | · | -28 | -12% | · | ·
> O=C(CCCn1c(SCC(=O)NCC2CCCO2)nc2ccccc2c1=O)NCC1CCCO1 (stereo unspecified)
→ -20% | -4% | 15 | -11% | 2% | 4%

(cont.)
SMILES	Sm TGR block	FBPA Giardia inh	HCMV antiviral	AmpC inh detg	AMA1-RON2 inh	AmpC inh no detg
CC1=C(C(=O)Nc2cccc(C(=O)NC(C)c3ccccc3)c2)SCCO1 (stereo unspecified)	-20%	7%	40	-16%	-9%	-25%
CCOc1ccc(NC(=O)CN(Cc2ccccc2)S(=O)(=O)c2ccc(Cl)cc2)cc1	0%	·	2	-4%	·	·
Cc1cc(C)cc(N2C(=O)NC(=O)/C(=C\c3cccn3-c3ccc(Cl)cc3)C2=O)c1	?	8%	-23	-13%	-15%	16%
C=CCn1c(O)c(C(C)=Nc2ccc(N(C)C)cc2)c(=O)[nH]c1=O	8%	?	113	?	-12%	-19%
COc1cc(/C=N/Nc2ccccc2[N+](=O)[O-])cc(OC)c1O	-4%	0%	1	0%	-8%	-4%
Cc1ccc(CNC(=O)CNC(=O)c2ccco2)cc1	-3%	2%	0	-9%	-7%	-17%
Cc1nc(SCCO)c([N+](=O)[O-])[nH]1	-6%	-19%	11	-8%	-16%	-4%
O=C(O)CSc1cc(C(=O)c2ccccc2O)cn2c(=O)c3c(-c4ccccc4)csc3nc12	-8%	11%	-28	-19%	-6%	-45%
CCN1C(=O)NC2=C(C(=O)c3ccccc32)C1c1ccccc1F (stereo unspecified)	-32%	-20%	66	-11%	2%	-31%
Cc1nc(N)sc1C(=O)N/N=C/c1c[nH]c2ccccc12	-2%	-14%	62	9%	21%	-17%
COc1ccc(NC(=O)c2cncc(Br)c2)c(S(=O)(=O)N2CCOCC2)c1	-9%	0%	-23	?	1%	-3%
O=C(COc1cccc2ccccc12)NNC(=O)[C@@H]1CCCC[C@@H]1C(=O)O	-4%	0%	4	3%	10%	-19%
COCCCNC(=O)c1cc(-c2ccc(OC)cc2)nc2n[nH]c(-c3ccc(Cl)cc3)c12	-2%	·	-8	-6%	·	·
Cc1ccnc2ccc(P(=O)(c3ccccc3)c3ccccc3)cc12	·	4%	·	5%	·	30%
Cc1ccc(CN2C3CCCC2CC(NC(=O)c2ccc(F)cc2)C3)cc1 (stereo unspecified)	-29%	-7%	8	5%	1%	-11%
CCOC(=O)N1CCN(S(=O)(=O)N2CCCC(C(=O)NCCc3ccc(OC)c(OC)c3)C2)CC1 (stereo unspecified)	-18%	5%	-23	-7%	4%	71%[activator]
Cc1ccc(SCC(=O)OCC(=O)NCc2cccs2)cc1	-32%	·	-32	-9%	11%	-40%
CCOC(=O)C1=C(N)n2c(s/c(=C/c3ccccc3)c2=O)=C(C(=O)OCC)C1c1ccccc1 (stereo unspecified)	8%	·	·	5%	·	-38%
CCCNC(=O)CC(NS(=O)(=O)c1ccc(NC(C)=O)cc1)C(C)C (stereo unspecified)	3%	3%	25	3%	-1%	-22%

Screening results (PubChem BioAssay)
